# D1 antag – Antagonist of Human D 1 Dopamine Receptor: qHTS; D(1A) dopamine receptor (Homo sapiens), P21728; activity change, negative = inhibition, % at 10 µM; actives 3.2% (n = 360,000); HEK293 TREx D1 cells, calcium flux, dopamine EC80; stronger effect = lower value; in the data active = activity change below about -30%; also: % is scaled to controls: 0 for no effect and ±100 for the full control effect
#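 Inducible Hek293 Trex D1 cells (tetracycline, overnight, 30 C). Calcium dye 30–90 min RT. Antagonist mode: EC80 dopamine added after 180 s compound read.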
# TRHR enhancer – qHTS for Small Molecule Agonists and Allosteric Enhancers of Human TRH Receptor: Primary Screen for Enhancers; actives 0.66% (n = 360,000); TRHR cells, fluo-8 calcium fluorescence, EC20 TRH enhancement; enhancement, % at 2 µM; in the data active = enhancement above about 30%; also: 0% is about no effect
# Target sequence (P34981 whole entry, looked up): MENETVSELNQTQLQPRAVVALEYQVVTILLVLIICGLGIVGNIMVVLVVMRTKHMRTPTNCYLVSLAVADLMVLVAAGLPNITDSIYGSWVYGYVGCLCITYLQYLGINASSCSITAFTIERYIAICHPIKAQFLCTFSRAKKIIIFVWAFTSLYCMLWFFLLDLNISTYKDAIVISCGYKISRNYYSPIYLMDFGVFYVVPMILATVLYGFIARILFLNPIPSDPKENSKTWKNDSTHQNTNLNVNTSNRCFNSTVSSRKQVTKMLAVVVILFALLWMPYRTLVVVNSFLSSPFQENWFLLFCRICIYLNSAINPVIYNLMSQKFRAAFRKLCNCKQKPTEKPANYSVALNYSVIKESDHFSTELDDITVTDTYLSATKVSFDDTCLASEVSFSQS
#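 TRHR-expressing cells loaded with fluo-8 calcium dye were read kinetically (ex 480/em 530) during compound addition, then stimulated with an EC20 of TRH (10 nM final). Enhancement of the Gq-mediated intracellular calcium response was scored.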
# RXFP1 antagonist – qHTS Assay for Antagonists of the Relaxin Receptor RXFP1; AID 1259400, 2018; activity change, negative = inhibition, % at 57.5 µM; actives 0.59% (n = 350,000); HEK293-RXFP1, relaxin-stimulated cAMP HTRF, 30 min; stronger effect = lower value;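 active = activity change of -60% or lower, but not beyond a set lower limit; inconclusive = change between -60% and -40%, or beyond the set limit; inactive = change above -40%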; also: % is scaled to controls: 0 for no effect and ±100 for the full control effect
# D2 ag – HTS Assay for Allosteric Agonists of the Human D2 Dopamine Receptor: Primary Screen for Agonists; D(2) dopamine receptor (Homo sapiens), P14416; HEK293 T-REx D2 cells, calcium flux agonist mode; activation, % at 2 µM; actives 0.53% (n = 340,000); AID 485358, 2010;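 active = activation over 3 SD above normal in the single-dose calcium agonist read, cut at about 30% in these data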; also: 0% is about no effect
# Target sequence (P14416 whole entry, looked up): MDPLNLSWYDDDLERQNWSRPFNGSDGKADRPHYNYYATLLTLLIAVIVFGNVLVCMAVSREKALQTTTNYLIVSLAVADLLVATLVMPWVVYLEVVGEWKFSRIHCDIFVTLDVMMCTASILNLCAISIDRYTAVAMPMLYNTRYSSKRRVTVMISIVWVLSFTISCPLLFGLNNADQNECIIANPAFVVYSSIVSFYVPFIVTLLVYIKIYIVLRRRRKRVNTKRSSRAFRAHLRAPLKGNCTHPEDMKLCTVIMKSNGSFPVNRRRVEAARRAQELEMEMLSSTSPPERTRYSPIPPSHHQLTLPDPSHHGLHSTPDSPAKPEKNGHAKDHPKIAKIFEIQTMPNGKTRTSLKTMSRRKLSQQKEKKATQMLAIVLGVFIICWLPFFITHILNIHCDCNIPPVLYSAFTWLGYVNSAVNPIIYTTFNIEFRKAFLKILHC
#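 Agonism is scored from calcium flux in a force-coupled, inducible HEK293 cell line expressing D2, read kinetically for 180 s after compound addition against dopamine controls.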
# D1 agonist – Allosteric Agonists of the Human D1 Dopamine Receptor: qHTS; D(1A) dopamine receptor (Homo sapiens), P21728; AID 504660, 2011; HEK293 T-REx D1 cells, calcium flux, agonist mode; activation, % at 2 µM; actives 1% (n = 360,000); also: 0% is about no effect
#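 Agonism was scored from calcium flux recorded over 180 s (1 read/s) after pintool compound addition, following a 10-cycle baseline. Cells were inducible force-coupled HEK293 TREx D1, plated overnight at 30 C and loaded with no-wash calcium dye.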
# D2 antag – HTS Assay for Allosteric Antagonists of the Human D2 Dopamine Receptor: Primary Screen for Antagonists; actives 2% (n = 340,000); HEK293 TREx D2 cells, calcium flux, dopamine EC80; inhibition, % at 10 µM; D(2) dopamine receptor (Homo sapiens), P14416; AID 485344, 2010; in the data active = inhibition above about 30%; also: 0% is about no effect
#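 Antagonism is scored as inhibition of an EC80 dopamine-evoked calcium signal in a force-coupled, tetracycline-inducible HEK293 T-REx D2 line, with compound present 180 s before agonist.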
# TRHR ag – qHTS for Small Molecule Agonists and Allosteric Enhancers of Human TRH Receptor: Primary Screen for Agonists; TRHR cells, calcium flux fluo-8, FDSS agonist mode; activation, % at 2 µM; Thyrotropin-releasing hormone receptor (Homo sapiens), P34981; actives 0.18% (n = 360,000); also: 0% is about no effect
#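 TRHR-expressing cells, plated overnight in medium with 10% serum, were loaded with fluo-8 calcium dye at room temperature. After a 10 s baseline, library compound was pin-added and calcium release was recorded kinetically (ex 480/em 530) as agonist response.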
# D2 PAM – HTS Assay for Positive Allosteric Modulators of the Human D2 Dopamine Receptor: Primary Screen for Potentiators; D(2) dopamine receptor (Homo sapiens), P14416; HEK293 T-REx D2, calcium flux, EC20 dopamine potentiation; potentiation, % at 10 µM; actives 0.34% (n = 340,000); AID 485347, 2010;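 active = potentiation over 3 SD above the plate norm, cut at about 30% in these data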; also: 0% is about no effect
#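 Cells plated with tetracycline inducer and held overnight at 30 C; calcium dye loaded 30–90 min at room temperature; baseline taken, compound added and read 180 s; EC20 dopamine then added and read 180 s.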
# D1 PAM – Potentiators of Human D1 Dopamine Receptor: qHTS. D(1A) dopamine receptor (Homo sapiens), P21728. HEK293 TREx D1 cells, calcium flux, dopamine EC20 potentiation. potentiation, % at 10 µM. actives 0.036% (n = 360,000); in the data active = potentiation above about 30%; also: 0% is about no effect
# * marks the source's active call; other numbers are inactive results; ? = inconclusive; nt = no result given; & = joins results of further samples. Rule as the data show it, unless noted: active = activation above about 30%; inactive = the rest.
# Results follow in this order: D1 antag	TRHR enhancer	RXFP1 antagonist	D2 ag	D1 agonist	D2 antag	TRHR ag	D2 PAM	D1 PAM
CC(C)N(Cc1nccn1C)C(=O)c1ccc2oc(CCCc3ccccc3)nc2c1
 : -8.6	5.2	-12.6	0.0	5.5	-15.3	-0.5	-1.3	-1.2
CCCCN(CC)Cc1ccc(CNC(=S)Nc2cccc(F)c2)o1
 : -0.5	-9.5	-4.0	-1.4	34.0*	-19.1	-2.2	11.7	-9.1
Cc1ccc(F)cc1NC(=O)CCc1c(C)[nH]c(=O)c(C#N)c1C
 : -0.9	-3.9	7.4	-0.7	1.0	-37.7	0.7	3.1	-0.8
C=CCOC(=O)N1CCN(c2cccc(C(F)(F)F)c2)CC1
 : -0.2	4.0	-5.7	-0.5	0.2	4.1	0.0	-12.6	-3.7
O=C(Nc1ccc(S(=O)(=O)NCc2ccco2)cc1)c1ccc(F)cc1
 : -35.0*	-5.1	2.9	-0.5	2.9	15.2	-0.4	-17.6	-8.2
COc1ccc(CCNC(=O)CCCCn2c(=O)c3ccccc3n(Cc3ccccc3)c2=O)cc1OC
 : -6.2	-16.3	nt	-1.0	-2.3	nt	-0.7	21.7	-1.4
C=CCN1C2=NCCCN2c2ccccc21
 : 11.1	-0.9	2.7	0.5	3.4	-13.3	0.2	-2.0	2.7
CC(C)CNC(=O)NC(=O)COC(=O)COc1ccc(Cl)cc1Cl
 : -13.2	3.7	7.2	0.8	1.5	8.0	0.4	4.9	0.7
Cc1cc(NC(=O)CSc2nnc(-c3ccco3)o2)no1
 : -10.2	0.8	-2.4	0.3	0.6	0.9	-0.2	-8.4	-6.5
CCS(=O)(=O)NCc1ccc2[nH]c3c(c2c1)CCCC3
 : -1.3	1.2	nt	1.2	1.3	-4.2	0.1	27.9	-9.1
COc1ccc(C(C#N)N2CCC(c3ccccc3)=N2)cc1OC (stereo not drawn)
 : 3.5	1.3	2.1	-0.4	0.3	-13.4	-0.5	9.7	4.4
CCc1ccc(-n2c(=O)c3ccccc3n(Cc3ccccc3C#N)c2=O)cc1
 : -12.1	7.1	nt	0.4	1.9	nt	-0.6	-7.2	0.5
CCOC(=O)C1CCCN(C(=O)C2CC(=O)N(c3ccc(C)cc3)C2)C1 (stereo not drawn)
 : -1.1	2.1	-7.7	-0.2	-0.6	7.7	-0.9	2.0	8.8
O=S(=O)(c1cccc(-c2nnc(-c3cccnc3)o2)c1)N1CCCCC1
 : -2.5	2.3	2.6	3.1	-1.5	-1.9	0.1	1.2	1.6
CCCNc1c(N)c(=O)c1=O
 : 3.5	-0.9	5.5	0.3	1.3	-8.8	0.2	0.9	0.9
COc1ccccc1N1C(=O)c2ccccc2NC1c1ccc(O)cc1 (stereo not drawn)
 : 7.1	9.5	19.0	-0.3	0.4	-5.7	0.0	-1.1	-0.3
CCCCn1nc(NC(=O)CC(C)C)c2cc3cc(OC)ccc3nc21
 : -5.5	-1.6	5.2	-1.0	1.7	-9.7	2.9	-8.7	-5.5
CCOC(=O)c1cc(-c2ccc(F)cc2)n(CCC(=O)NCCc2ccc(C)cc2)c1C
 : -1.1	-0.1	-22.6	0.2	8.7	nt	2.0	-3.5	-6.6
CC12CN3CC(C)(CN(C1)C3c1ccccc1)C2O (stereo not drawn)
 : -1.4	-2.7	7.2	-0.1	5.0	-3.9	0.0	-1.8	4.9
Cn1c(=O)[nH]c(=O)c2c1nc(NN)n2CCOc1ccccc1
 : 0.3	5.3	-5.7	nt	0.3	nt	1.1	nt	6.7
CCOc1cc(C(=O)Nc2ccc(S(=O)(=O)Nc3cc(C)on3)cc2)cc(OCC)c1OCC
 : 31.8	4.2	-15.9	0.1	1.9	-10.5	0.4	-0.7	-2.4
COc1ccc(C(=O)Nc2c(-c3cccs3)c(=O)c3ccccc3n2C)cc1
 : 0.1	-14.0	-0.8	0.0	5.0	0.1	0.2	2.7	6.2
COc1ccccc1NC(=O)C(NC(=O)OC(C)(C)C)C(C)OCc1ccccc1 (stereo not drawn)
 : 15.6	-2.3	22.2	0.4	0.4	-0.3	-1.0	-2.4	-0.8
CN1C(=O)C(=O)N(CC(=O)N2CCc3ccccc32)C1=O
 : -4.0	21.9	-1.6	0.0	3.3	-2.5	-1.3	3.7	0.7
O=C(Nc1cccc(F)c1)c1ccc(-c2ccccc2Cl)o1
 : 1.2	-2.2	nt	-1.6	11.0	-2.9	-0.6	-4.9	-9.4
Cc1cc(SCc2cccc([N+](=O)[O-])c2)nc(=O)[nH]1
 : -17.1	-1.2	5.7	-0.3	1.8	1.0	0.3	-1.1	6.2
COc1ccc(-c2cc(C(=O)N3CCN(c4ccccc4)CC3)no2)cc1
 : 4.4&1.3	-2.2&-1.8	-12.2&-19.9	0.3&-0.2	3.1&-0.5	4.5	0.7&0.5	7.5&-2.8	-15.1&-0.9
Cc1ccc(NC(=O)COC(=O)C2=COCCO2)c([N+](=O)[O-])c1
 : 20.2	-1.0	-13.6	-0.3	5.1	2.3	-0.4	-7.3	-0.2
N#CCn1nnc(-c2ccc3c(c2)OCO3)n1
 : -1.0	-6.2	-2.8	-0.8	1.9	-4.1	0.5	14.2	-0.8
Cc1ccccc1NC(=O)c1c(C)oc2ccc(O)c(CN3CCC(C)CC3)c12
 : 13.1	9.9	-8.2	-0.4	3.8	nt	-0.5	5.9	-0.6

# (cont.)
# Results follow in this order: D1 antag	TRHR enhancer	RXFP1 antagonist	D2 ag	D1 agonist	D2 antag	TRHR ag	D2 PAM	D1 PAM
CCOc1ccc(C2C(=O)N(C3CCCCCC3)CC(=O)N2Cc2ccc(C)cc2)cc1OC (stereo not drawn)
 : 10.1	-4.3	3.3	0.7	-0.7	nt	0.2	-12.9	4.3
CC(=O)c1ccc(NS(=O)(=O)c2cc(-c3cc(C)no3)ccc2C)cc1
 : -4.7	0.1	3.1	0.3	0.6	nt	0.3	-1.6	-0.6
COc1cc(C(=O)NCC(c2ccc(F)cc2)N2CCOCC2)ccc1OCc1ccccc1Cl (stereo not drawn)
 : -3.7	-5.5	-14.5	0.6	1.0	-2.0	-0.7	9.8	-1.5
CC(=O)N1CCc2cc(C(=O)CN3CCC(C)CC3)ccc21
 : 2.0	13.4	-2.5	0.7	2.3	7.2	0.4	-3.9	-2.0
CC(C)NCC(O)(c1ccc(Cl)cc1)c1ccc(Cl)cc1
 : 9.9	3.3	?	1.1	14.1	6.7	2.4	-3.6	-2.5
Cc1ccc(C)c(N2CCN(C(=O)Cn3c(C)c4cnn(-c5ccccc5)c(=O)c4c3C)CC2)c1
 : -23.9	-1.7	nt	0.5	21.2	nt	-1.3	5.0	-3.2
O=C(c1ccc(Cl)c(S(=O)(=O)Nc2ccc(F)cc2)c1)N1CCN(c2ccccn2)CC1
 : -6.9	0.9	8.5	0.7	0.0	1.2	-0.6	15.9	1.6
O=C(CSc1nnc(-c2ccc(S(=O)(=O)N3CCCC3)cc2)o1)NCc1ccco1
 : 10.3	-9.5	-11.7	-0.5	2.3	11.3	0.2	-4.6	3.3
COP(=O)(OC)c1nc(-c2cccc3ccccc23)oc1NCc1ccccc1
 : -3.9	-5.5	-4.8	0.2	4.9	-4.0	0.0	4.5	1.2
COc1ccc(-n2nc(C(=O)NCCCN3CCCC3=O)c3c4ccccc4n(C)c3c2=O)cc1Cl
 : 2.7	-9.3	3.4	0.1	1.8	-12.0	-0.5	6.5	3.0
CCOC(=O)c1cc(C(=O)c2cccs2)n2ccc(C(C)=O)cc12
 : 6.2	-2.2	-9.6	-0.5	0.9	-3.5	-0.4	-0.5	-0.1
CCOc1ccc2nc(N3CCCC(C(=O)Nc4cccc(Cl)c4C)C3)sc2c1 (stereo not drawn)
 : 2.9	2.0	-19.7	-0.6	1.3	nt	-0.1	-3.6	-2.8
C/C(=N\OCC(=O)Nc1ccccc1C(=O)O)c1cccs1
 : -9.4	-0.7	0.5	-1.0	2.4	4.6	-0.4	0.7	0.1
Cc1ccc(CN(Cc2ccccn2)C(=O)Nc2ccc(C)c(C)c2)cc1
 : 1.6	4.7	-9.5	-0.5	-0.1	1.8	-0.2	4.3	0.2
CC1(C)CC(NC(=O)c2sc3cc(Cl)ccc3c2Cl)CC(C)(C)N1
 : -37.4*	9.5	-60.0*	nt	8.2	nt	1.4	4.1	-9.7
O=C(NNc1c(F)c(F)cc(F)c1F)c1cc2ccccc2oc1=O
 : -2.0	-4.9	-11.8	1.2	6.9	-2.3	-0.8	-0.4	-1.3
COc1ccc(N(CC(=O)NC2CCCC2)C(=O)Cn2nnc(-c3ccc(F)cc3)n2)cc1OC
 : 3.7	1.1	3.4	-0.7	0.2	-19.5	-0.4	1.9	1.1
COc1ccc2c(c1OC)C(=O)OC2Nc1nc2ccccc2s1 (stereo not drawn)
 : -6.0	8.9	4.6	0.2	2.3	1.6	0.1	18.1	5.0
O=C1N(Cc2ccc(F)cc2)CCN1c1ccc(F)cc1
 : -8.2	-1.2	14.4	0.0	0.2	-7.4	2.0	11.9	-3.4
CC(=O)c1ccc(NC(=O)CO/N=C(\C)c2cccs2)cc1
 : -35.6*	-3.0	3.3	nt	2.5	nt	-0.1	nt	-1.3
CCN(CC(=O)Nc1c(F)cccc1F)C(=O)CSc1ccccc1
 : -11.9	3.7	1.4	7.6	0.6	-6.7	-0.4	-1.6	-3.5
Cc1ccc(S(=O)(=O)N2CCCc3cc(NS(=O)(=O)c4cc(F)ccc4F)ccc32)cc1
 : -3.8	3.3	-3.0	-2.0	4.7	nt	-1.3	11.3	-0.3

# As a working copy, 6 of the compounds above.
# Results follow in this order: D1 antag	TRHR enhancer	RXFP1 antagonist	D2 ag	D1 agonist	D2 antag	TRHR ag	D2 PAM	D1 PAM
COc1ccc(N(CC(=O)NC2CCCC2)C(=O)Cn2nnc(-c3ccc(F)cc3)n2)cc1OC
 : 3.7	1.1	3.4	-0.7	0.2	-19.5	-0.4	1.9	1.1
COc1ccc2c(c1OC)C(=O)OC2Nc1nc2ccccc2s1 (stereo not drawn)
 : -6.0	8.9	4.6	0.2	2.3	1.6	0.1	18.1	5.0
O=C1N(Cc2ccc(F)cc2)CCN1c1ccc(F)cc1
 : -8.2	-1.2	14.4	0.0	0.2	-7.4	2.0	11.9	-3.4
CC(=O)c1ccc(NC(=O)CO/N=C(\C)c2cccs2)cc1
 : -35.6*	-3.0	3.3	nt	2.5	nt	-0.1	nt	-1.3
CCN(CC(=O)Nc1c(F)cccc1F)C(=O)CSc1ccccc1
 : -11.9	3.7	1.4	7.6	0.6	-6.7	-0.4	-1.6	-3.5
Cc1ccc(S(=O)(=O)N2CCCc3cc(NS(=O)(=O)c4cc(F)ccc4F)ccc32)cc1
 : -3.8	3.3	-3.0	-2.0	4.7	nt	-1.3	11.3	-0.3
